LYPLA2 inh: blocks human lysophospholipase 2, a PME1 counter-screen; O95372; recombinant LYPLA2, FP-Rh probe fluorescence polarization; inhibition, % at 5.9 µM; hit rate 0.38% among 320,000; AID 2177;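 active means inhibition above the screen-wide mean plus 3 SD, limit set per campaign, cut at about 26% in these data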;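 further: 0% = LYPLA2 with DMSO and 100% = wells lacking LYPLA2 enzyme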
pPAFAH FP inh: pPAFAH (human) enzyme inhibition | recombinant pPAFAH, FP-rhodamine probe fluorescence polarization | inhibition, % at 3.39 µM | hit rate 1.5% among 330,000 | AID 463082;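 active means inhibition above the mean inhibition across the screen plus 3 SD, cut at about 25% in these data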;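 further: inhibitors block binding of the rhodamine activity-based probe so polarization drops; 0% = enzyme with DMSO and 100% = wells lacking pPAFAH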
PAFAH1B3 FP inh: PAFAH1B3 (human) inhibition. hit rate 0.28% among 340,000. recombinant PAFAH1B3, FP-rhodamine probe, fluorescence polarization. inhibition, % at 3.39 µM;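 active means inhibition above the screen-wide average of all tested compounds plus 3 SD, cut at about 25% in these data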;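 further: 0% = enzyme with DMSO only and 100% = wells lacking PAFAH1B3 protein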
PAFAH2 inh: inhibitors of human PAFAH2. Q99487. recombinant PAFAH2, FP-rhodamine activity probe, fluorescence polarization. inhibition, % at 3.39 µM. hit rate 0.99% among 340,000. AID 492956;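 active means inhibition above the mean over all tested compounds plus 3 SD, cut at about 30% in these data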;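 further: inhibitors block probe labeling of enzyme so polarization drops; 0% = enzyme with DMSO and 100% = wells lacking PAFAH2 protein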
LYPLA1 inh: blocks human lysophospholipase 1, a PME1 counter-screen. O75608. recombinant LYPLA1, FP-Rh probe fluorescence polarization. inhibition, % at 5.9 µM. hit rate 0.16% among 320,000. AID 2174;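 active means inhibition above the mean of all tested compounds plus 3 SD, set per campaign, cut at about 14% in these data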;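 further: inhibitors block serine hydrolase probe labeling of LYPLA1 so polarization falls; 0% = enzyme with DMSO and 100% = wells lacking LYPLA1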
PAD4 FP inh: blocks human protein arginine deiminase 4; recombinant PAD4, RCA probe fluorescence polarization; inhibition, % at 6.36 µM; hit rate 0.41% among 330,000;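 active means percent inhibition above a cutoff equal to the mean of all tested compounds plus 3 SD, cut at about 15% in these data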;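 further: 0% = PAD4 with RCA probe and DMSO and 100% = probe without PAD4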
PREPL inh: inhibits the human prolyl oligopeptidase-like enzyme; recombinant PREPL, fluorescence polarization activity-based probe; AID 2751; hit rate 0.68% among 320,000; inhibition, % at 5.96 µM; in the data active means inhibition above about 43%;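 further: 0% = enzyme with DMSO and 100% = wells lacking enzyme; many of its hits are not listed in these tables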
Target sequence (Q4J6C6 whole entry, looked up): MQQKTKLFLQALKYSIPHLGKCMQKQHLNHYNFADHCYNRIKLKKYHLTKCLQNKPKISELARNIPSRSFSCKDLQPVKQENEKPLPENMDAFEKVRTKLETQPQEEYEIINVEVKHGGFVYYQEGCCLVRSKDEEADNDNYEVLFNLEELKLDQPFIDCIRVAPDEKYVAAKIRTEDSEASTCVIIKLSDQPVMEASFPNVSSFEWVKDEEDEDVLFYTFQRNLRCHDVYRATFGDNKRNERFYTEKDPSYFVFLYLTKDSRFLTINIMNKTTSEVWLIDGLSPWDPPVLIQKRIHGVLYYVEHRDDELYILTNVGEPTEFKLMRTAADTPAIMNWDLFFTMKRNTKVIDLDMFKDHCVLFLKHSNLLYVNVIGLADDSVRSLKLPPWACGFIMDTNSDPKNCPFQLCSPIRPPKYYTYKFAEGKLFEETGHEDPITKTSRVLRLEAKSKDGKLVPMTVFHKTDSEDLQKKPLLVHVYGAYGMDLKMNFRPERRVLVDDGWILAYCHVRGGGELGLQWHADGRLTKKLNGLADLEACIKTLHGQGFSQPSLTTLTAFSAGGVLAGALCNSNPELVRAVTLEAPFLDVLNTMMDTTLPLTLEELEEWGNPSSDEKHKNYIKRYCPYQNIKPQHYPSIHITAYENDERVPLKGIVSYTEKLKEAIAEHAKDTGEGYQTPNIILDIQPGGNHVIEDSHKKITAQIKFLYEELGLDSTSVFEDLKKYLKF
GSTO1 inh: counter-screen for RBBP9 inhibitors: inhibitors of human GSTO1. AID 1974. recombinant GSTO1, activity-based probe fluorescence polarization. inhibition, % at 5.96 µM. hit rate 1.1% among 300,000;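 active means inhibition above the campaign mean inhibition plus 3 SD, cut at about 35% in these data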;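 further: 0% = GSTO1-1 with DMSO and 100% = wells lacking GSTO1-1 enzyme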
PAFAH1B2 FP inh: blocks human PAF acetylhydrolase 1b catalytic subunit 2 | P68402 | recombinant PAFAH1B2, FP-rhodamine activity probe, fluorescence polarization | inhibition, % at 3.39 µM | hit rate 1.2% among 340,000;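 active means inhibition above the mean of all tested compounds plus 3 SD, cut at about 24% in these data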;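 further: 0% = enzyme with DMSO and 100% = wells lacking PAFAH1B2; many of its hits are not listed in these tables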
Target sequence (P68402 whole entry, looked up): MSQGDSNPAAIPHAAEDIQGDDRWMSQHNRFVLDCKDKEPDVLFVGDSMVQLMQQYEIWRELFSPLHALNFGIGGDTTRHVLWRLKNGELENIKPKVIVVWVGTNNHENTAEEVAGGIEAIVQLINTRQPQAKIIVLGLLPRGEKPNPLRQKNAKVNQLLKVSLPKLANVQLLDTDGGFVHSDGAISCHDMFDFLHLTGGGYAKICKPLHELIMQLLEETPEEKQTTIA
Numbers without * were called inactive; . = not tested or not shown.

SMILES	LYPLA2 inh	pPAFAH FP inh	PAFAH1B3 FP inh	PAFAH2 inh	LYPLA1 inh	PAD4 FP inh	PREPL inh	GSTO1 inh	PAFAH1B2 FP inh
O=C(NCCNC1CCC(c2ccccc2)CC1)c1ccc(F)cc1 (centres undefined)	3.4	-0.5	10.7	-1.7	2.2	-0.3	-39.4	-2.0	4.7
CC(C)n1cnc2c(Nc3cccc(F)c3)nc(NCCO)nc21	1.0	11.5	0.3	3.5	0.2	1.4	7.4	-2.2	0.4
CCCCn1c(N)c(N(CC(C)C)C(=O)c2ccc(Br)s2)c(=O)[nH]c1=O	1.2	3.2	5.8	4.6	2.7	0.6	4.2	3.7	2.0
CCCOc1ccc(/C=N/NC(=O)CSCc2ccc([N+](=O)[O-])cc2)cc1OCC	0.6	1.7	0.6	5.7	-2.3	3.3	-3.8	-3.1	-1.7
Cc1ccc(NC(=O)CN2C(=O)CCS(=O)(=O)c3ccccc32)cc1Cl	1.4	4.7	2.2	-1.4	1.9	-6.1	16.1	-4.9	2.7
COc1ccc(/C=C2/SC(=S)N(NS(=O)(=O)c3ccc(C)cc3)C2=O)cc1	-3.4	6.0	-2.8	15.5	-6.5	-0.7	5.2	-2.3	-0.6
O=C(O)c1ccc(N/N=C/c2ccc(-c3ccc(Cl)cc3Cl)o2)cc1	10.1	50.7*	10.7	20.6	11.2	-3.4	42.1	14.1	11.1
CCNC(=S)NCCN1CCCCC1	-3.2	2.4	5.1	-3.0	-1.2	-0.3	-0.2	7.2	1.8
COc1cc(OC)c(OC)cc1/C=N/NC(=O)c1cccc(S(=O)(=O)N2CCOCC2)c1	13.9	5.8	-0.8	-2.0	5.8	5.5	8.6	0.8	3.5
COc1ccc(/C=C/c2c(-c3ccc(OC)cc3)sc3ccc(N4CCOCC4)cc23)cc1	-3.1	-0.5	9.1	0.7	-3.7	-6.1	6.2	-2.7	2.0
O=C(COC(=O)c1ccc(F)c(S(=O)(=O)N2CCOCC2)c1)NC1CCCCC1	1.1	2.2	-1.4	71.2*	2.0	8.4	3.2	.	2.3
Cc1ccccc1NC(=O)C1CC(Cl)=CCC1C(=O)O (centres undefined)	2.6	-2.1	9.1	0.0	3.7	-0.3	-1.5	7.8	-2.3
O=C(COC(=O)c1cccc(F)c1)Nc1cccnc1Cl	5.8	0.1	14.2	5.5	0.6	2.5	2.2	1.1	4.4
N#Cc1ccc(OCc2noc(-c3ccsc3)n2)cc1	0.7	-5.2	5.3	2.3	0.3	0.6	-2.9	-7.5	1.4
Cc1ccc(S(=O)(=O)N2CCCCC2)cc1NC(=O)CSc1nnc(C2CC2)n1C	.	3.1	6.9	9.1	.	-1.4	8.9	.	4.7
COCCNC(=O)c1ccccc1-c1nc(-c2ccccc2OC)no1	-1.5	-2.1	11.0	5.1	-1.9	-7.5	2.5	9.6	3.4
O=C(CSc1nc2ncccc2[nH]1)NCc1ccco1	1.6	-1.1	2.4	3.1	0.4	-3.1	-3.9	15.0	0.2
CCc1ccccc1N1CN(Cc2ccco2)CNC1=S	-2.5	-1.7	-3.7	4.2	-1.4	-1.0	-6.4	-1.4	6.0
O=C(O)c1ccccc1Nc1ccc([N+](=O)[O-])c2nonc12	-7.6	-2.2	1.4	-9.7	-2.5	-3.0	-0.4	7.5	-5.0
O=C(COc1ncnc2ccccc12)NCc1ccco1	-2.2	5.9	-0.2	5.0	-0.5	-3.6	9.4	-7.4	-1.1
CC1CN(S(=O)(=O)c2ccc(F)cc2)CN1C(=O)N1CCOCC1 (centres undefined)	-2.8	0.3	1.7	-4.8	0.2	0.3	-0.8	2.6	1.9
CCc1noc(C)c1C(=O)N1CCN(S(=O)(=O)c2ccccc2C(F)(F)F)CC1	10.2	1.7	6.9	3.5	1.0	-3.3	8.5	.	7.7
CCOC(=O)Cc1csc(NC(=O)CCCCCN2C(=O)c3ccccc3C2=O)n1	1.7	2.3	8.2	-5.2	0.4	2.6	2.5	0.5	1.2
COc1ccc(CCNC(=O)COC(=O)COc2ccc(C#N)cc2)cc1	11.1	23.8	-1.6	-2.7	7.5	1.5	17.2	-4.6	-0.2
O=C(c1cnn2c(C(F)(F)F)cc(-c3cccs3)nc12)N1CCN(Cc2ccccc2)CC1	4.5	2.5	0.3	4.9	-0.9	0.5	-42.2	14.2	-0.6
CN(C)Cc1ccccc1COc1ccccc1	-0.4	-6.0	1.3	-19.1	1.6	-2.3	-46.1	3.8	10.1
CN(C)S(=O)(=O)c1ccc(N2CCCC2)c(C(=O)NCC(=O)Nc2ccc(F)c(F)c2)c1	1.7	1.6	1.7	2.5	-1.3	0.9	32.5	.	4.7
C[C@H](NS(=O)(=O)OCC(Cl)(Cl)Cl)C1CC1c1ccccc1 (some centres undefined)	0.5	26.1*	-7.2	5.0	-0.8	-6.0	0.9	1.4	31.8*
Cn1c(=O)c2sccc2n2c(CCCC(=O)NCCc3ccc(S(N)(=O)=O)cc3)nnc12	3.4	6.4	1.6	3.6	5.3	3.9	5.5	0.7	2.1
O=S(=O)(NCC(c1cccnc1)N1CCOCC1)c1ccccc1 (centres undefined)	4.3	2.7	-3.7	-0.6	1.3	0.4	11.4	-1.5	4.6
COc1ccc(N2CCN(C(=O)CCCCCn3c(=S)[nH]c4cc5c(cc4c3=O)OCO5)CC2)cc1	11.0	0.5	1.7	3.5	4.0	-0.1	11.3	1.7	3.7
Cc1ccc(-c2nn(-c3ccccc3)cc2/C=C/C(=O)Nc2nccs2)cc1	-13.3	-0.8	-2.1	-5.5	-1.5	-3.1	-1.7	-1.1	0.3
O=C(O)c1cccc(O)c1O	2.3	1.4	3.9	2.4	3.7	-0.6	-2.9	6.9	-1.6
COc1ccccc1N1CCN(C(=O)CN2C(=O)c3ccccc3C2=O)CC1	-3.8	1.7	-2.0	0.8	-1.8	1.1	1.3	-6.5	1.1
O=C(CSc1nc(O)cc(=O)n1C1CCCC1)Nc1cccc(Cl)c1Cl	-9.8	3.5	-1.1	0.7	-8.1	-0.6	-2.5	-8.2	-3.9
CCCNC(=S)Nc1c(C)n(C)n(-c2ccccc2)c1=O	4.9	3.1	1.9	-1.8	7.3	-3.4	-0.3	-4.1	-1.3
Nc1nc(Cl)cc(N2CCOCC2)n1	7.6	-1.4	-4.6	-2.6	7.0	3.9	14.6	-3.4	-3.1
CSc1cc(N2CCOCC2)nc(-c2ccccc2Cl)n1	-1.0	-6.4	1.0	5.9	-2.8	1.8	0.7	-0.1	4.9
CCOc1ccc(C(C)=O)cc1CSc1nnc(-c2ccoc2C)n1N	1.9	5.9	15.0	6.2	-4.4	-8.9	9.9	-11.8	-4.4
CCc1ccc(OCC(=O)NC(=S)Nc2ccc(S(=O)(=O)NC3CCCCC3)cc2)cc1	-41.6	2.0	-4.5	-18.3	-23.9	-4.6	16.8	-8.8	-0.7
COCCNS(=O)(=O)c1cc(F)ccc1OC	-0.1	2.1	-5.4	-1.5	5.0	5.3	1.0	0.0	6.1
O=C(Cn1c(C(F)(F)F)nc2ccccc21)OCC(=O)c1c[nH]c2ccccc12	0.2	-0.7	0.8	2.5	-4.5	1.7	13.3	-0.4	-0.3
CC1(C)SC2c3ccccc3C(=O)N2[C@@H]1C(=O)NC1CC1 (some centres undefined)	12.7	1.5	4.5	-3.3	4.1	-0.3	3.9	5.1	8.8
Cc1ccccc1OCC(=O)NNC=O	6.7	0.4	2.1	4.2	0.8	2.3	4.0	-0.8	2.8
Cc1cc(C)c(S(=O)(=O)N2CCN(C3CC(=O)N(c4ccccc4Cl)C3=O)CC2)c(C)c1 (centres undefined)	.	3.3	3.0	1.4	.	-6.0	16.1	.	0.7
CC#CCN1c2ccccc2[C@]23C[C@@H](C(=O)OC)N(C(=O)NCCBr)C2=NC(C(=O)OC)=C(C(=O)OC)[C@H]13	0.3	5.9	-4.4	-9.1	-1.2	-2.5	15.6	-2.6	-5.6
COC(=O)C(NC(C)=O)(Nc1ccccn1)C(F)(F)F (centres undefined)	4.2	-0.9	-4.8	-1.2	2.0	0.6	-1.1	8.5	1.6
O=C(CSc1nnc(-c2ccccc2)n1-c1ccccc1)c1cccs1	-1.2	-3.7	12.8	43.0*	1.7	2.1	-1.2	-2.9	16.1
COc1cc(C)nc(Oc2ccc(=O)[nH]n2)n1	2.3	-4.7	5.0	1.6	0.7	0.0	12.3	13.0	-3.2
Cc1ccc(O)c(NC(=O)C2=CC(c3cccs3)=NS(=O)(=O)N2C)c1	1.6	2.6	5.8	3.4	0.1	2.4	14.2	1.8	1.3
O=C(Cn1cnc2c(nnn2-c2cccc(Cl)c2)c1=O)N1CCOCC1	3.5	5.9	5.2	1.9	2.2	0.4	9.7	-2.0	0.8
CCCCOC(=O)Sc1nc2ccccc2o1	4.3	2.9	8.4	-5.5	1.9	1.0	11.2	7.9	-1.2
Cc1ccc(C(=O)NCC(=O)N2CCN(c3cccc(Cl)c3)CC2)s1	.	4.1	3.6	19.2	.	-1.9	2.7	.	2.8
O=c1ccn(-c2cccc(C(F)(F)F)c2)nc1-c1ccn(-c2ccccc2F)n1	1.8	-4.6	-4.9	3.9	-2.8	-1.3	19.3	-3.3	2.1
O=C(NCC1CCCO1)c1cccc(Oc2ccccc2)c1 (centres undefined)	0.8	6.2	10.1	-4.4	-3.6	-1.5	6.8	-2.7	3.8
O=C1N(c2ccccc2)C[C@@H]2C[C@@H](c3cccc4c3OCO4)N3CCC[C@@]123	-7.1	3.0	-2.0	-8.3	-3.9	-0.3	4.0	0.3	0.5
COc1ccc(C2CC(c3cccs3)=Nc3ccccc3S2)cc1 (centres undefined)	-0.9	-1.5	9.1	-4.5	-5.9	21.3*	1.9	-1.5	-1.7
CCOC(=O)CNC(=O)Nc1cc(C(C)(C)C)nn1-c1ccccc1	2.6	2.3	8.0	0.9	4.2	-2.6	-1.4	-1.7	-4.2
CCOC(=O)N1CCC(Nc2nc3ccccc3n3cnnc23)CC1	8.0	5.3	12.8	1.5	2.5	1.4	-2.1	0.9	4.8
CC(=O)N(NC(=O)c1ccccc1Cl)C1CC(=O)N(c2ccc(C)cc2)C1=O (centres undefined)	3.2	2.6	0.2	1.9	4.0	-3.1	3.2	7.5	2.7
Further records.
SMILES	LYPLA2 inh	pPAFAH FP inh	PAFAH1B3 FP inh	PAFAH2 inh	LYPLA1 inh	PAD4 FP inh	PREPL inh	GSTO1 inh	PAFAH1B2 FP inh
Cc1c(Cc2ccccc2)c(=O)oc2c(C)c(OCC(=O)NCc3ccccn3)ccc12	0.1	-2.5	9.6	-2.1	-0.2	3.7	-7.5	-7.3	-5.8
Nc1cc(S(=O)(=O)C(F)(F)F)ccc1C(=O)O	-3.8	2.0	1.0	1.3	1.7	2.2	3.9	3.0	6.7
CCNC(=O)CC1C(=O)N(c2cccc(C)c2)C(=O)N1CCC(C)C (centres undefined)	-0.7	-5.1	2.8	0.0	-0.5	4.6	-11.0	0.4	2.2
CCN(C[C@H]1N[C@@](Cc2ccccc2)(C(=O)OC)[C@H]2C(=O)N(C)C(=O)[C@@H]12)C(=O)NC(C)C	.	1.4	8.2	-1.0	.	-2.2	-1.9	.	1.6
Cc1cc(C(=O)OCC(=O)c2cccc([N+](=O)[O-])c2)c2ccccc2n1	7.1	5.5	3.6	4.4	-1.3	0.2	-1.1	2.1	0.9
Nc1nc(-c2ccccc2)cn1/N=C/c1ccccc1	4.0	7.9	9.9	2.3	-0.8	3.4	1.4	-5.8	0.6
O=C1CS/C(=C\S(=O)(=O)c2ccc(Cl)cc2)N1	0.1	4.2	-3.0	1.4	3.8	-5.0	-6.6	-3.3	24.8*
O=c1c2ccccc2sn1-c1cc(S(=O)(=O)N2CCOCC2)ccc1N1CCCC1	1.8	0.6	-1.2	2.0	1.4	-0.1	-0.3	-9.9	6.1

The list is partial, so the mix of outcomes need not match the whole.
